Bioassay records from PubChem.
NALP1 yeast inh: NALP1 inhibition | S. cerevisiae NALP1/ASC/caspase-1 growth, X-gal OD620, 72 h | inhibition, % at 10 µM | 280,000 tested, 0.61% active; in the data active = inhibition mostly above about 24%, no sharp cut-off; inactive = mostly below about 32%; also: some compounds called inactive have numbers as strong as hits
IMP-1 inh: inhibitors of Pseudomonas aeruginosa IMP-1 metallo-beta-lactamase; purified IMP-1, nitrocefin hydrolysis, epi-absorbance fluorescence; inhibition, % at 5.6 µM; 290,000 tested, 0.45% active;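 active = inhibition above the mean plus 3 SD of all compounds in the same screening run, cut at about 4.5% in these data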;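 also: 0% = IMP-1 with DMSO and 100% = DMSO wells lacking enzyme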
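System: Purified IMP-1 | Read-out basis: Percent enzyme inhibition | Controls: IMP-1 with DMSO as 0%, enzyme-free DMSO as 100% | Replicates: One well per compound | Doses: 5.6 µM nominal single concentration | Detection: Epi-absorbance fluorescence, 480 nm excitation, 530 nm emission | Incubation: 25 °C, 15 min preincubation, 25 min reaction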
GPR7 antag: human neuropeptides B/W receptor 1 antagonism; P48145; GPR7-expressing cells, fluorescence antagonist assay; inhibition, % at 4.4 µM; 290,000 tested, 1.1% active; in the data active = inhibition above about 16%, passing the limit was not always enough;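 also: cells stimulated with the agonist NPW; 0% = agonist with vehicle and 100% = vehicle without agonist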
IDE act: IDE (human) activation, cell-based; HEK cells, FAbeta-B cleavage, fluorescence polarization; 0% vehicle, 100% cell-free pure enzyme wells; P14735; AID 493087; activation, % at 5.96 µM; 340,000 tested, 0.073% active;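 active = activation above the mean of all tested compounds plus 3 SD, set per screening campaign, cut at about 17% in these data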
VIM-2 inh: blocks Pseudomonas aeruginosa VIM-2 metallo-beta-lactamase. purified VIM-2, nitrocefin hydrolysis, epi-absorbance fluorescence. inhibition, % at 5.6 µM. 290,000 tested, 0.89% active. AID 1527;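 active = inhibition above the mean of all tested compounds plus 3 SD, cutoff set per screening run, cut at about 7.5% in these data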;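 also: red hydrolysis product quenches plate fluorescence so inhibitors raise well fluorescence; 0% = enzyme with DMSO and 100% = DMSO without enzyme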
M18AAP inhibitor: blocks P. falciparum M18 aspartyl aminopeptidase; inhibition, % at 7.35 µM; recombinant PfM18AAP, H-Glu-NHMec fluorogenic cleavage; 290,000 tested, 1.2% active;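 active = inhibition above the campaign mean inhibition over all tested compounds plus 3 SD, cut at about 28% in these data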;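 also: 0% = plate median of test compound wells and 100% = 2 mM ZnCl2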
pCIP destab: p/CIP protein destabilization; Q05BA5; F442A p/CIP-EGFP cells, EGFP fluorescence, 16 h; decrease of EGFP signal, % at 10 µM; 290,000 tested, 0.01% active; AID 1984;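 active = EGFP signal decrease of at least 30% at 10 µM or well 3 SD below plate mean, unless failing retest; inactive = the rest, including hits failing retest or dose response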; also: some compounds called inactive have numbers as strong as hits; many of its hits are not listed in these tables
Target sequence (Q05BA5 1-1403): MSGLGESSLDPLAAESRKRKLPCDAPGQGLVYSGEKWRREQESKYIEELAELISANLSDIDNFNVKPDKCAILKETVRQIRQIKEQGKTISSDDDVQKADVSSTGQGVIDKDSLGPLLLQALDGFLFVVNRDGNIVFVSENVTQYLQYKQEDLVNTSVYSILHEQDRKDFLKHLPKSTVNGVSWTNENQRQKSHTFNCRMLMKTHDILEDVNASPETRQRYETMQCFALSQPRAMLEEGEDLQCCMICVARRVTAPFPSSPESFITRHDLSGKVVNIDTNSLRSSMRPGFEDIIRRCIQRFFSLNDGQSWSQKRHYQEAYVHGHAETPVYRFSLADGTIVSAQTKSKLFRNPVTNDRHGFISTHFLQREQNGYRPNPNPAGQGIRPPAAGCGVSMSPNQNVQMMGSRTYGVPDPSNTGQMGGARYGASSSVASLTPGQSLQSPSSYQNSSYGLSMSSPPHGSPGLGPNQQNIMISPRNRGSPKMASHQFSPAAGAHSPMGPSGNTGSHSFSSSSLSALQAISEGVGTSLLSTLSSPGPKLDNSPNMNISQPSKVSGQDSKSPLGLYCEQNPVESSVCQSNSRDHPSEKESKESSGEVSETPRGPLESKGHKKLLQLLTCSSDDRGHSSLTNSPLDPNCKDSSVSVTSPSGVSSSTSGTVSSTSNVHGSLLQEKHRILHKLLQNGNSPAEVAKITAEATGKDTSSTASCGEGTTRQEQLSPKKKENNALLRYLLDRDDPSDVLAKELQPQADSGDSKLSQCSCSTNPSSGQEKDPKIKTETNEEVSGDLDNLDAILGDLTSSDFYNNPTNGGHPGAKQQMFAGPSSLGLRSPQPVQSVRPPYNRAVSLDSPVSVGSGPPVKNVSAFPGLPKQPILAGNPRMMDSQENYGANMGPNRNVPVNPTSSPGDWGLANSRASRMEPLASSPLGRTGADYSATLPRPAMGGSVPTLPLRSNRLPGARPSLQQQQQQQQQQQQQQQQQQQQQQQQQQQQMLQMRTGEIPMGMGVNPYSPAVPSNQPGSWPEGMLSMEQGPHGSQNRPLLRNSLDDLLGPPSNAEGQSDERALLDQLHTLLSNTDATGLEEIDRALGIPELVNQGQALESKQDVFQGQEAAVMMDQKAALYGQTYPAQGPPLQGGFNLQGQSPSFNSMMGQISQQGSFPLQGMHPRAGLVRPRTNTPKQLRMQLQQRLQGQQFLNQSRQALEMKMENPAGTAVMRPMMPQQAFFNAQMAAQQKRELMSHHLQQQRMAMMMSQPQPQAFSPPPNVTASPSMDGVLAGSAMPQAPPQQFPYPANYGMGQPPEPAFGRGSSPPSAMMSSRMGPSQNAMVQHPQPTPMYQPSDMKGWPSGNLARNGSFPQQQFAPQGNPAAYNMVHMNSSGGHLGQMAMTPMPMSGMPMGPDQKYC
IDE inh: cellular human IDE inhibition. HEK cells, FAbetaB cleavage, fluorescence polarization. inhibition, % at 5.59 µM. AID 434962. P14735. 320,000 tested, 0.41% active;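 active = percent inhibition above the average of all tested compounds plus 3 SD, set per screening campaign, cut at about 16% in these data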;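 also: IDE supplied by intact live HEK cells; FP after avidin binding of uncleaved biotin substrate so inhibition keeps polarization high; 0% = DMSO wells and 100% = 60 µM reference IDE inhibitor Ii1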
PHOSPHO1 inh: inhibitors of human PHOSPHO1 phosphatase; AID 1565; inhibition, % at 13.3 µM; recombinant PHOSPHO1, absorbance phosphatase assay; 290,000 tested, 1.1% active; in the data active = inhibition above about 60%
* marks the source's active call; other numbers are inactive results; i = inactive; . = no result given.

The first 3 records (preview)
SMILES	NALP1 yeast inh	IMP-1 inh	GPR7 antag	IDE act	VIM-2 inh	M18AAP inhibitor	pCIP destab	IDE inh	PHOSPHO1 inh
Cc1ccc(S(=O)(=O)/N=C2/NC(=O)/C(=C\c3ccco3)S2)cc1	10	0.0	-4	-1	-0.3	4	1	5	26
O=C(Cn1nnc2ccccc21)OCC(=O)c1ccc(Cl)cc1	i	-2.4	-15	.	-2.9	2	-13	5	-5
CCOc1cc(/C=N/N=C2/NC(=O)C(CC(=O)O)S2)ccc1OCc1ccccc1Cl (configuration not stated)	3	-3.2	-7	4	-3.0	6	-8	-1	20

This part in full, from the start:
SMILES	NALP1 yeast inh	IMP-1 inh	GPR7 antag	IDE act	VIM-2 inh	M18AAP inhibitor	pCIP destab	IDE inh	PHOSPHO1 inh
Cc1ccc(S(=O)(=O)/N=C2/NC(=O)/C(=C\c3ccco3)S2)cc1	10	0.0	-4	-1	-0.3	4	1	5	26
O=C(Cn1nnc2ccccc21)OCC(=O)c1ccc(Cl)cc1	i	-2.4	-15	.	-2.9	2	-13	5	-5
CCOc1cc(/C=N/N=C2/NC(=O)C(CC(=O)O)S2)ccc1OCc1ccccc1Cl (configuration not stated)	3	-3.2	-7	4	-3.0	6	-8	-1	20
Cc1ccc2c(c1)c1nnc(SCC(=O)N3CCCc4ccccc43)nc1n2CC(=O)O	-4	0.2	-15	-2	1.6	-11	7	0	-1
Cc1ccc(NC(=O)N2CCCCCC2)cc1C	6	-1.3	-7	-1	-0.9	-7	6	2	13
CC(=O)Nc1cccc(NC(=O)c2cccc(OCc3ccccc3)c2)c1	11	-1.3	6	2	0.0	-2	-5	-2	16
CCOC(=O)CCc1c(C)c(C#N)c2nc3ccccc3n2c1-n1ccnc1	.	-1.1	-10	-5	-3.3	1	-7	-1	36
O=C(O)CCS(=O)(=O)c1nc(-c2cccs2)cc(C(F)(F)F)n1	-18	-0.6	0	-3	-4.5	-83	1	7	52
CCOC(=O)CNC(=S)N(CCCN1CCCC1)Cc1cccs1	9	-0.6	-3	-2	-1.2	-1	-9	8	16
O=C(Nc1ccon1)Nc1cc(Cl)ccc1Cl	2	-2.7	-17	-8	-0.4	5	-14	0	24
CCN1C(=O)CS/C1=N\c1nccs1	9	-1.7	16	2	-2.1	-1	-11	4	10
CCn1c(SCC(=O)c2ccc(NC(C)=O)c(OC)c2)nnc1-c1ccc(NS(C)(=O)=O)cc1	25	-1.7	-5	6	0.4	3	8	1	-15
CCCCNC(=O)[C@@H]1CSC2c3ccc(OC)c(OC)c3C(=O)N21 (some centres not stated)	11	-3.5	-1	1	-4.4	-4	-6	6	2
CCN(CC)S(=O)(=O)c1ccc(OC)c(NC(=S)Nc2ccc(C)c(C)c2)c1	.	-1.7	-8	-4	-4.3	0	-10	-4	-12
N#C/C(=C\Nc1ccc(Cl)cn1)S(=O)(=O)c1ccccn1	7	-1.4	-3	3	-1.9	-4	9	-18	16
N#CCSc1nnc(CNc2cccc(Cl)c2)o1	-10	1.4	2	3	-1.9	-9	-4	6	19
O=C(NCc1ccccc1)c1ccc(CN2CCC(Cc3ccccc3)CC2)cc1	15	-6.2	26	7	-3.3	-11	2	.	-8
O=C(Cn1ncc2c3ccccc3n(Cc3ccccc3)c2c1=O)NCCCN1CCCC1	26	-1.6	-10	2	6.0	-2	-7	-1	49
O=C(Nc1nc2ccccc2c(=O)s1)c1ccco1	.	-0.3	-2	-7	-1.1	8	-6	0	43
Cc1ccc(Cc2nc(-c3cccnc3)no2)cc1	27	-4.1	-9	8	-1.8	4	3	0	-7
CCCn1c(=O)c2c(nc3n2CCCN3CCc2ccc(OC)c(OC)c2)n(C)c1=O	11	-5.2	-13	2	-2.3	-7	3	12	7
CCCCCN1C=CC(=C2C(=O)c3ccccc3C2=O)C=C1	-15	-1.5	-11	-1	-1.1	3	2	-4	11
O=C(CCNS(=O)(=O)c1cccc2nonc12)NCc1cccs1	22	-1.6	-8	3	-1.7	0	4	3	7
O=S(=O)(CCc1nc2ccccc2o1)c1ccc2ccccc2c1	11	-3.5	-2	-3	-4.1	1	6	2	-6
COC(=O)c1ccc(C(=O)NN)cc1	-6	-2.9	-12	.	-1.0	-2	6	7	29
COC(=O)c1c(-c2ccc(C)cc2)csc1NC(=O)c1c(-c2ccccc2)noc1C	4	-0.9	-21	.	1.5	-2	-4	-1	-15
O=C(Nc1cccc(S(=O)(=O)N2CCOCC2)c1)[C@@H]1CCCN1S(=O)(=O)c1ccc(Cl)cc1	25	-2.2	-14	1	-3.0	0	-17	-1	-8
Cn1c(=O)c2c(SCC(=O)NCC3CCCO3)nc(CC(C)(C)C)nc2n(C)c1=O (configuration not stated)	8	0.4	-10	0	-0.5	1	-12	1	38
Nc1c(C(=O)NCc2ccc3c(c2)OCO3)nnn1Cc1cccc(F)c1	.	-3.2	-13	7	-3.5	2	-4	1	56
COc1ccc(CC(=O)NN2C(=O)c3ccccc3C2=O)cc1	20	-2.5	-7	1	-4.1	-1	1	3	7
O=C(Cc1csc(-c2ccccc2)n1)NCc1ccccc1F	31	-3.7	-8	.	-2.7	7	5	3	20
O=C(c1ccco1)N1CCN(S(=O)(=O)Cc2ccccc2Cl)CC1	19	-0.4	-15	4	-1.3	0	-9	0	20
CC(C)C[C@H](NC(=O)C1CC(=O)N(c2ccc(F)cc2)C1)C(=O)N1CCCCC1 (some centres not stated)	6	0.4	-5	3	-0.3	-10	-7	1	10
COc1ccc(NC(=O)c2cc(-c3cccs3)on2)c(OC)c1	5	-3.6	-5	0	-1.3	-5	-12	8	16
CN1CCSc2ccc(C(=O)NCc3ccccc3F)cc21	10	-1.5	5	0	-1.8	7	1	1	33
CCc1nnc(NC(=O)CN2CCN(S(C)(=O)=O)CC2)s1	12	-1.0	-13	4	-5.9	-1	-11	1	28
Fc1ccc(-c2nnc(-c3ccc(Cl)cc3)o2)cc1	-3	0.2	-2	9	-2.9	-6	-14	-2	-18
Cc1c(NC(=S)N/C(=N/S(=O)(=O)c2ccc(Cl)cc2)c2ccccc2)c(=O)n(-c2ccccc2)n1C	16	-4.4	-19	3	-0.8	2	-5	1	83*
Cc1cccc(Cc2c(C)nc3c(C(=O)NCc4ccco4)cnn3c2C)c1	-2	-3.1	-12	-7	-2.2	-2	-6	7	24
COc1ccc(OC)c(NC(=O)CC2SC(=Nc3ccc(F)cc3)N(CCC3=CCCCC3)C2=O)c1 (configuration not stated)	13	-3.8	0	6	-4.2	4	7	0	-2
CCSc1nc2sc3c(c2c(=O)[nH]1)CC(C)(C)OC3	1	-6.3	-14	0	0.9	-5	10	7	14
CCOC(=O)NC(NCCc1ccccc1)(C(F)(F)F)C(F)(F)F	17	-1.3	5	-1	-2.8	-9	3	-5	9
CC(C)N(Cc1cnn(C)c1)Cc1nc(COc2ccccc2)no1	6	-1.6	-10	4	-0.9	-16	-12	-3	24
C1=C(CCNCC2CCCCC2)CCCC1	26	-5.8	-4	6	-2.8	2	6	3	0
Cc1sc(Cc2nc(O)cs2)nc1-c1ccccc1	-7	-2.7	-22	.	-1.8	1	-7	2	7
COC(=O)C1=C(C)NC(=S)NC1/C=C/c1ccccc1 (configuration not stated)	6	-4.3	-8	-3	-2.4	10	4	6	11
CCn1c(SCC(=O)NCC2CCCO2)nc2cc(S(=O)(=O)N3CCCCC3)ccc21 (configuration not stated)	-6	-0.1	10	3	-0.3	3	3	0	14
Cc1cccc(N2CCN(C(=O)c3c(-c4ccccc4)noc3C)CC2)c1C	3	-2.3	0	4	-2.7	3	-8	1	23
CN(CC(=O)Nc1ccc(OC(F)(F)F)cc1)C(=O)Cc1c(Cl)cccc1Cl	-6	-3.2	-2	-1	-4.3	-6	-1	5	15
CCc1ccc(/C=N/NC(=O)c2ccc(OC3CCCC3)cc2)s1	13	-0.7	-9	0	-4.1	-7	-9	2	-12
CCn1nc(NS(=O)(=O)c2ccc(NC(C)=O)cc2)c2cc3cccc(C)c3nc21	-20	-1.0	-3	3	-3.2	2	-3	3	49
Cc1ccc(CSc2nc3c(c(SCC(=O)O)n2)CCCC3)cc1	13	-2.0	-8	4	0.4	-12	-7	7	28
N#Cc1nc(N2CCCC2)nc(N2CCCC2)n1	-4	-2.1	-13	-1	1.0	-12	-9	-1	20
Cc1cc(C)n(-c2ccc3cccc(NS(C)(=O)=O)c3n2)n1	-12	-0.5	8	3	0.5	3	-4	0	2
C=CCn1c(Br)nc2c1c(=O)[nH]c(=O)n2C	15	-2.3	3	4	-0.7	4	-4	3	21
CSc1nnc(NC(=O)C23CC4CC(CC(C4)C2)C3)s1	12	-0.3	3	7	-2.2	1	8	-1	2
Cc1nn(Cc2ccccc2)c(Cl)c1C(=O)OC1CCOC1=O (configuration not stated)	-10	-2.6	-6	-3	-1.2	6	-13	0	43
COc1ccccc1NC(=O)NNC(=O)c1ccc(-c2ccccc2)cc1	10	-3.6	-12	-5	-3.4	7	-4	-4	53
CC(NC(=O)c1cc(COc2c(F)cccc2F)on1)c1cnn(-c2ccccc2)c1 (configuration not stated)	5	-2.2	8	-3	-1.1	0	-13	2	44
O=C(CSc1nnnn1-c1cccc(C(=O)O)c1)NC(c1ccccc1)c1ccccc1	5	-0.6	-8	1	-1.0	-5	1	4	19
(more compounds)
SMILES	NALP1 yeast inh	IMP-1 inh	GPR7 antag	IDE act	VIM-2 inh	M18AAP inhibitor	pCIP destab	IDE inh	PHOSPHO1 inh
Nc1c(C(=O)c2ccc(F)cc2)oc2ccccc12	10	-2.6	-12	5	-0.3	4	4	3	9
CCOC(=O)c1cc(-c2ccccc2)sc1NC(=O)C(C)(C)C	25	-2.9	-17	1	-1.8	11	-15	1	52
Cc1nnc(SCC(=O)N(C)CC(=O)Nc2ccc(F)cc2)n1Cc1ccccc1	-78	0.1	-6	5	0.9	-6	12	-7	12
C=CCSC1=C(C#N)C(c2ccccc2OCC)C(C#N)C(=O)N1 (configuration not stated)	-10	-1.0	-2	-1	-1.0	-1	-7	0	89*
CCCc1nc(N)sc1C(=O)OCC	17	-2.8	-4	4	-4.7	0	-5	4	23
CC1CCCCN1Cc1c(O)ccc2c(=O)c(-c3ccc(Cl)cc3Cl)coc12 (configuration not stated)	-2	-4.9	-5	6	-2.8	2	-6	5	29
Cc1ccc(NC(=O)Cn2c(O)c(N=NC(N)=O)c3ccccc32)cc1	.	-2.6	0	6	-2.4	-1	-5	-5	14
CSc1ncc(C(=O)Nc2cc(C)ccc2C)c(C)n1	20	-1.8	-11	-2	-1.7	-1	-7	.	38
CCN1C(Nc2ccccc2)=NC[C@@H]1CC(C)C	13	-1.5	-5	7	1.8	-3	-7	-5	-2
CC(C)CC(=O)Nc1ccc(C(=O)COC(=O)C2CCC2)cc1	1	-0.1	-13	6	-2.1	11	-8	4	28
CC(C(=O)NN)n1nnc(N2CCOCC2)n1 (configuration not stated)	9	-1.9	-8	4	-5.2	1	1	3	-14
CSc1cccc(NC(=O)C2CCCN2S(=O)(=O)c2ccc3c(c2)CCC(=O)N3)c1 (configuration not stated)	11	-1.0	-9	-1	-1.5	0	-3	2	-20

Full records, looked up by structure. Values in the order: NALP1 yeast inh, IMP-1 inh, GPR7 antag, IDE act, VIM-2 inh, M18AAP inhibitor, pCIP destab, IDE inh, PHOSPHO1 inh
O=C(Cn1nnc2ccccc21)OCC(=O)c1ccc(Cl)cc1 in the list: i, -2.4, -15, ., -2.9, 2, -13, 5, -5
COc1ccccc1NC(=O)NNC(=O)c1ccc(-c2ccccc2)cc1 in the list: 10, -3.6, -12, -5, -3.4, 7, -4, -4, 53
CCN1C(Nc2ccccc2)=NC[C@@H]1CC(C)C in the list: 13, -1.5, -5, 7, 1.8, -3, -7, -5, -2
